POLI inh: qHTS for Inhibitors of Polymerase Iota; DNA polymerase iota (Homo sapiens), Q9UNA4; Pol iota fluorescent replication assay, 10 min; actives 1% (n = 390,000); AID 588590, 2011; Potency, µM (top dose mostly 115 µM), for inactives: at the top dose activity, negative = inhibition, most hits filed as inhibitors; note: potency is the fitted concentration of half-maximal effect
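Fluorescent replication assay read twice, at 0 min and 10 min after adding 50 nM (final) substrate. Enzyme (10 nM) and compounds were first incubated 15 min at room temperature; enzyme-free buffer wells were negative controls.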
POLH inh: qHTS for Inhibitors of Polymerase Eta. recombinant Pol eta, fluorescent DNA replication assay. DNA polymerase eta (Homo sapiens), Q9Y253. Potency, µM (top dose mostly 114 µM), for inactives: at the top dose activity change, negative = inhibition, most hits filed as inhibitors. actives 1.2% (n = 390,000). AID 588591, 2011; note: potency is the fitted concentration of half-maximal effect; % is set by controls: 0 for no effect and ±100 for the full control effect
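Pol eta (10 nM) was preincubated with compounds for 15 min at room temperature, after which fluorescent replication substrate (50 nM final) was added to start the reaction. Fluorescence was read kinetically at 0 and 10 min.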
Tb PGK inh: qHTS Assay to Find Inhibitors of Phosphoglycerate Kinase. Phosphoglycerate kinase, glycosomal (Trypanosoma brucei brucei), P07378. PGK/GAPDH coupled, Kinase-Glo luminescence, 60 min. Potency, µM (highest dose often 57.5 µM), without a hit: at the top dose activity change, negative = inhibition, actives largely listed as inhibitors. actives 0.043% (n = 380,000); note: potency is the fitted concentration of half-maximal effect; % is set by controls: 0 for no effect and ±100 for the full control effect; nearly all actives have a fitted effect of over 60% in size
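Recombinant glycosomal PGK reaction used 1,3-bisphosphoglycerate generated in-well by GAPDH (100nM final) in 100mM TEA pH 7.6, 5mM MgCl2, 0.01% Tween-20. After 60 minutes at room temperature, ATP was read by Kinase-Glo Plus luminescence end-point.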
BLM inh: qHTS Assay for Inhibitors of Bloom's syndrome helicase (BLM); RecQ-like DNA helicase BLM (Homo sapiens), P54132; recombinant BLM DNA unwinding, fluorescence dequenching; Potency, µM (series often up to 56.1 µM), without a hit: at the highest dose activity change, negative = inhibition, usual class: inhibitors; actives 0.2% (n = 350,000);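 note: potency is the fitted concentration of half-maximal effect; plate controls were vehicle for no effect and no enzyme for full effect; nearly all actives have a fitted effect of over 35% in size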
RXFP1 antag: qHTS Assay for Antagonists of the Relaxin Receptor RXFP1. Relaxin receptor 1 (Homo sapiens), Q9HBX9. HEK293-RXFP1, relaxin-stimulated cAMP HTRF, 30 min; hits give low values. activity change, negative = inhibition, % at 57.5 µM. actives 0.59% (n = 350,000). AID 1259400, 2018;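 active = activity change of -60% or lower, but not beyond a set lower limit; inconclusive = change between -60% and -40%, or beyond the set limit; inactive = change above -40%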; note: % is set by controls: 0 for no effect and ±100 for the full control effect
APEX1 inh: qHTS Assay for Inhibitors of the Human Apurinic/apyrimidinic Endonuclease 1 (APE1); actives 0.35% (n = 350,000); AID 2517, 2012; recombinant APE1, TAMRA/BHQ-2 abasic DNA cleavage fluorescence; Potency, µM (series often up to 65.8 µM), without a hit: at the top dose activity change, negative = inhibition, most hits filed as inhibitors;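 note: potency is the fitted concentration of half-maximal effect; plate controls were vehicle for no effect and reference inhibitor for full effect; nearly all actives have a fitted effect of over 55% in size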
Target sequence (P27695 whole entry, looked up): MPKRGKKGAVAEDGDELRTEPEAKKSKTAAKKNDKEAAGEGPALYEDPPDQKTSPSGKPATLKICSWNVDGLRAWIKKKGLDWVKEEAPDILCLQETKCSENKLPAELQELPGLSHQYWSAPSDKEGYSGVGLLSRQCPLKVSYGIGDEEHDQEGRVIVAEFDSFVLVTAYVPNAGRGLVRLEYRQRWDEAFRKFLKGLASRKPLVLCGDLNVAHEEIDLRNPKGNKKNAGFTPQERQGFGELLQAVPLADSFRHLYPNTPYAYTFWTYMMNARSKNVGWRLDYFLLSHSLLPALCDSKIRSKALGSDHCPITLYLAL
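Substrate: short duplex with […] THF abasic site, 5'-TAMRA and 3'-BHQ-2, 50 nM final. APE1 at 0.75 nM, preincubated 15 min RT with compound. Fluorescence increase from first to third read measured activity.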
POLK inh: qHTS for Inhibitors of Polymerase Kappa. AID 588579, 2011. DNA polymerase kappa (Homo sapiens), Q9UBT6. actives 0.53% (n = 400,000). purified Pol kappa, fluorescent DNA synthesis assay, 10 min. Potency, µM (top dose mostly 107 µM), for inactives: at the top dose activity, negative = inhibition, most hits filed as inhibitors; note: potency is the fitted concentration of half-maximal effect; % is set by controls: 0 for no effect and ±100 for the full control effect
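10 nM Pol kappa was preincubated with compounds for 15 min at room temperature. Reaction started with 50 nM (final) substrate. Fluorescence read kinetically at 0 and 10 min.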
POLB inh: qHTS Assay for Inhibitors of DNA Polymerase Beta | P06746 | Pol beta primer extension/strand displacement, fluorescence kinetic | Potency, µM (series often up to 114 µM), for inactives: top-dose activity change, negative = inhibition, most hits filed as inhibitors | actives 1.3% (n = 340,000) | AID 485314, 2010; note: potency is the fitted concentration of half-maximal effect; % is set by controls: 0 for no effect and ±100 for the full control effect
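Preincubation: enzyme (10 nM) with compound, 15 min, RT. Reaction: substrate added to 50 nM final. Reads: 0 and 10 min. Analysis: normalized, Hill fit.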
Anesthetic bind: qHTS Assay for Identification of Novel General Anesthetics; Ferritin light chain (Equus caballus), P02791; Potency, µM (doses to about 77.5 µM), without a hit: at the top dose activity change, negative = displacement, hits mostly inhibitors; actives 0.074% (n = 350,000); apoferritin/1-aminoanthracene competitive binding, fluorescence; note: potency is the fitted concentration of half-maximal effect; % is set by controls: 0 for no effect and ±100 for the full control effect; nearly all actives have a fitted effect of over 20% in size
Target sequence (P02791 2-175 limits assumed): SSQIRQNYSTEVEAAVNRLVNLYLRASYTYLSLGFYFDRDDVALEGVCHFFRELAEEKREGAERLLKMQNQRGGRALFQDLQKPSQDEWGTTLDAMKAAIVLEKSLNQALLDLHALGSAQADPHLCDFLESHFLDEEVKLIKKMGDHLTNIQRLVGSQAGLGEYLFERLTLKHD
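Read-out: endpoint 1-AMA fluorescence, excitation 380 nm and emission 535 nm, after compounds sit 10 min at room temperature with 10 uM horse-spleen apoferritin in 50% saturated 1-AMA/PBS. Values come from four-parameter Hill fits.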
Numbers without * were called inactive; i = inactive; ? = inconclusive; . = not tested or not shown; & = joins results of further samples; [ ] = another dose, or the depositor's remark. Unless noted, calls come from the whole dose curve; as a rule, active = well fitted curve in the direction sought with a large enough effect; inconclusive = small, poorly fitted or top-dose-only effect, or another doubt; inactive = no such curve, though single readings can be large; an effect the other way counts as inactive or inconclusive. Some of the compounds tested; the hit share may differ from the screen's.

entry	SMILES	POLI inh	POLH inh	Tb PGK inh	BLM inh	RXFP1 antag
1	CC1CCN(C(=O)CSc2nc(N)c(NC(=O)c3ccccc3)c(=O)[nH]2)CC1	91%[activator]	-13%	-5%	0%	2
2	O=[N+]([O-])c1cc2oc3c(c2c(C=NCc2ccccc2)c1O)CCCC3	73%[activator]	?	-9%	-15%	-18
3	CC(C)(C)N=C1NC(=NC(C)(C)C)c2ccccc21	2%	-12%	-4%	5%	-2
4	COc1ccc(CCNC(=O)CSc2cn(CCNC(=O)c3ccc(OC)c(OC)c3)c3ccccc23)cc1OC	24%	-15%	2%	4%	.
5	Cc1c(Cl)cccc1NC(=O)Cn1nnc2sc3c(c2c1=O)CCCC3	-20%	-12%	5%	0%	-3
6	COc1cnc(-c2ccccn2)nc1Oc1ccc(F)cc1F	-4%	-10%	-7%	1%	-24
7	Cc1ccc(-c2nnn(CC(=O)N(CC3CCCO3)C(C(=O)NCC3CCCO3)c3ccc(F)cc3)n2)o1 (stereo not given)	-5%	-17%	-17%	-4%	-4
8	CCOc1cccc(/C=C/c2ccc3cccc(O)c3n2)c1OC	38%[activator]	-17%	-7%	-11%	-6
9	CCOC(=O)N1CCN(C(=O)C2CCN(C(=O)c3cc4sccc4n3CC)CC2)CC1	99%[activator]	-10%	-1%	2%	5
10	COc1cc2c(=O)c(C(=O)c3ccc(C)c(C)c3)cn(Cc3ccc(F)cc3)c2cc1OC	12%	-2%	-11%	-8%	-2
11	CCCc1ccc(C(C)NC(=S)NC2CCCCC2)cc1 (stereo not given)	-7%	-20%	-3%	-9%	-7
12	CCCCNc1c(-c2cccc(Sc3ccc(OC)cc3)c2)nc2ccccn12	-20%	-21%	3%	.	.
13	Cc1ccc2c(CSc3nnc(N)s3)cc(=O)oc2c1	1%	-12%	0%	2%	-2
14	CC1(C)C(=O)Nc2ccccc2N1C(=O)COC(=O)c1cc([N+](=O)[O-])ccc1N	11%	0%	-4%	-3%	-3
15	N#CCCN(C(=O)COC(=O)CCNS(=O)(=O)c1ccccc1)c1ccccc1	10%	-1%	7%	.	2

entry	APEX1 inh	POLK inh	POLB inh	Anesthetic bind
1	21%	-5%	10%	-6%
2	-1%	-26%	-8%	-1%
3	17%	-4%	-25%	-4%
4	.	4%	-8%	-3%
5	.	-18%	7%	-2%
6	-1%	9%	22%	-8%
7	5%	-16%	0%	-1%
8	-16%	-15%	6%	7%
9	-2%	-16%	-12%	-5%
10	.	4%	25%	-12%
11	-14%	6%	-29%	3%
12	20%	-15%	.	.
13	-1%	-4%	1%	-5%
14	4%	-9%	?	-6%
15	28%	-19%	.	.

Remaining list, next part.
entry	SMILES	POLI inh	POLH inh	Tb PGK inh	BLM inh	RXFP1 antag
16	Cn1c(CCNC(=O)c2ccc(Cl)c(Cl)c2)nnc1SCc1ccc(Cl)c(Cl)c1	-2%	-15%	-12%	1%	-19
17	CC1CCC(C(C)C)C(OC(=O)Cn2c(-c3ccccc3)[n+](C)c3ccccc32)C1 (stereo not given)	28%&-6%	-4%&-9%	-1%&1%	7%&4%	-71*
18	COC(=O)C1CC(c2c(OC)cc(OC)cc2OC)=NO1 (stereo not given)	31%[activator]	-16%	2%	1%	8
19	Cc1cc[n+](CC[n+]2ccc(C)cc2)cc1	-5%	-12%	4%	.	.
20	Cc1cc(C)c(C(=O)OCC(=O)NCc2cccs2)c(C)c1	83%[activator]	-9%	-7%	-4%	-1
21	CC(=O)Nc1ccc(C(F)(F)F)cc1Cl	-4%[58.9 µM]	-4%	-5%	-2%	4
22	Cc1ccc(CNC(=O)Cn2c(=O)ccc3cc(S(=O)(=O)N4CCC(C)CC4)ccc32)cc1	-28%	-7%	1%	-1%	.
23	CCN(CC)CCn1c2c(c(SCC(=O)Nc3nccs3)nc1=O)CCCC2	10%	-5%	-5%	.	-12
24	O=c1ccc(S(=O)(=O)N2CCCC2)cn1Cc1nc(-c2ccccc2)no1	21%	-14%	-4%	.	4
25	CCC(=O)N1CCc2cc(S(=O)(=O)NC(C(=O)NCc3ccc(C)cc3)C(C)C)ccc21 (stereo not given)	16%	-2%	6%	-6%	-11
26	Cc1cccc(OCC(=O)NNS(=O)(=O)c2ccccc2F)c1	16%	-8%	-10%	-3%	-3
27	Cc1c(C(=O)N2CCCC2)c(S(=O)(=O)NCCc2ccccc2)c(C)n1C	35%[activator]	-1%	-1%	0%	0
28	CC(C)c1ccc(S(=O)(=O)N2CCC(N3CCN(Cc4ccccc4)C(=O)C3=O)CC2)cc1	18%	-11%	-9%	-3%	4
29	O=C1c2ccccc2C(=O)N1Cc1cc(Cl)c(O)c([N+](=O)[O-])c1	-22%	-10%	-5%	1%	1
30	CCN(c1ccccc1)S(=O)(=O)c1nnc(NC(=O)C(C)C)s1	-10%	-11%	-12%	-7%	-17

entry	APEX1 inh	POLK inh	POLB inh	Anesthetic bind
16	9%	6%	-22%	-2%
17	8%&-4%	-14%&-4%	18%&-1%	0%&-21%
18	2%	-8%	16%	3%
19	3%	-9%	.	.
20	-8%	-10%	18%	-10%
21	-1%	-13%	83%	2%
22	.	-5%[60.1 µM]	-4%	15%
23	26%	-9%	.	.
24	8%	5%	.	.
25	12%	-13%	38%	-12%
26	23%[12.4 µM]	-6%	5%	-5%
27	84%[activator]	11%	1%	11%
28	.	-23%	?	3%
29	-4%	-21%	-24%	3%
30	34%	4%	0%	8%

Next section; it opens with the four that closed the last part.
entry	SMILES	POLI inh	POLH inh	Tb PGK inh	BLM inh	RXFP1 antag
27	Cc1c(C(=O)N2CCCC2)c(S(=O)(=O)NCCc2ccccc2)c(C)n1C	35%[activator]	-1%	-1%	0%	0
28	CC(C)c1ccc(S(=O)(=O)N2CCC(N3CCN(Cc4ccccc4)C(=O)C3=O)CC2)cc1	18%	-11%	-9%	-3%	4
29	O=C1c2ccccc2C(=O)N1Cc1cc(Cl)c(O)c([N+](=O)[O-])c1	-22%	-10%	-5%	1%	1
30	CCN(c1ccccc1)S(=O)(=O)c1nnc(NC(=O)C(C)C)s1	-10%	-11%	-12%	-7%	-17
31	CCCc1nc2c(sc3nc4c(cc32)COC(C)(C)C4)c(=O)o1	19%	-18%	-3%	-5%	-1
32	O=C(NNC(=O)c1ccccc1O)c1ccc(Cl)c(S(=O)(=O)N2CCc3ccccc32)c1	20%	-15%	-10%	.	-73*
33	O=C(CC1(O)C(=O)Nc2ccccc21)c1ccc2c(c1)OCO2 (stereo not given)	-7%	-4%	.	1%	-18
34	CN(C)CCNC(=O)c1ccc(Cl)s1	-1%	6%	0%	1%	-2
35	COc1ccc(CCNC(=O)C2CCN(Cc3nc(-c4ccc(OC)c(OC)c4)oc3C)CC2)cc1OC	8%	-17%	3%	-7%	.
36	COc1ccc(N2Cc3cccc(C(=O)O)c3C2=O)cc1	?	4µM*	?	16µM*	-9
37	OCC1CCCN(C(=S)NCCc2ccccc2)C1 (stereo not given)	17%	-4%	4%	-2%	-4
38	COc1c(C)cc(Br)cc1C(=O)Nc1ccccc1C	6%	-11%	i	-3%	-5
39	Cc1ccc(OCC(=O)N(c2ccc(C)cc2)S(=O)(=O)c2ccc(Cl)cc2)cc1	14%	-11%	-3%	-9%	-6
40	CC1(c2ccc(Cl)cc2)NC(=O)N(CC(=O)N2CCc3ccccc32)C1=O (stereo not given)	-3%	-3%	-2%	.	-6
41	O=C(Cn1ccn(-c2ccc(F)cc2)c(=O)c1=O)Nc1ccccc1C(F)(F)F	5%	-10%	2%	2%	8
42	CCNC(=S)N1CCN(S(=O)(=O)c2ccc(Cl)s2)CC1	34%[activator]	-3%	-4%	.	-9
43	C=CCn1c(CNS(=O)(=O)c2ccc(Cl)cc2)n[nH]c1=S	25%	9%	-7%	-1%	3
44	O=C(O)c1ccc2nc(-c3cc4cc(Cl)ccc4oc3=O)[nH]c2c1	2%	?	i	0%	-13
45	Cc1noc(C)c1S(=O)(=O)N(C)C[C@H]1Oc2c(NC(=O)NC(C)C)cccc2C(=O)N([C@H](C)CO)C[C@@H]1C	-4%	-2%	i	.	.
46	O=C(CCNC(=O)c1ccc([N+](=O)[O-])cc1)Nc1cc(Cl)ccc1N1CCOCC1	-3%	-7%	0%	.	-2
47	CC(=O)N1CCN(Cc2nc3cc(NC(=O)c4ccccc4Cl)ccc3n2C)CC1	109%[activator]	-19%	-4%	1%	-3

entry	APEX1 inh	POLK inh	POLB inh	Anesthetic bind
27	84%[activator]	11%	1%	11%
28	.	-23%	?	3%
29	-4%	-21%	-24%	3%
30	34%	4%	0%	8%
31	0%	4%	1%	-9%
32	-8%	-25%	.	.
33	-3%	4%	8%	-11%
34	0%	-5%	2%	10%
35	.	7%	20%	-3%
36	13µM*	?	7.1µM*	4%
37	-4%	-1%	35%	-10%
38	-2%	-21%	16%	-22%
39	.	0%	-1%	1%
40	21%	0%	.	.
41	.	-4%	21%	-9%
42	-8%	-10%	.	.
43	5%	0%	-11%	-4%
44	.	-3%[60.1 µM]	-16%	105%[activator]
45	16%	16%	.	.
46	24%	-11%	.	.
47	16%	-1%	14%	-5%
